From PubChem BioAssay
BRCA1 expr act: qHTS Assay to Identify Small Molecule Activators of BRCA1 Expression; MCF7-BRCA1-FFLuc reporter, luminescence, 48 h; response scale: scaled: vehicle 0%, 10 µM genistein 100%; Potency, µM (doses to about 46.1 µM), for the others: top-dose activation, most hits filed as activators; 1.1% of 380,000 active; further: potency means the concentration at half of the fitted maximal effect; nearly all actives have a fitted effect of over 80% in size; some results filed as inactive show a strong effect at the top dose
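Using MCF7 cells harboring a BRCA1 firefly luciferase reporter, plated 2 h before compound pinning, the screen measured luminescence after 48 h incubation. Responses were normalized to DMSO and 10 microM genistein, then fitted for concentration-effect.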
TCR act: Activators of T cell receptors: qHTS campaign; primary human leukocytes, anti-CD3, IL-2 HTRF, 48 h; Potency, µM (doses to about 9.22 µM), for the others: at the highest dose activation of IL-2 secretion, most hits filed as activators; 330,000 tested, under 10 active; AID 504894, 2011; further: % of control where 0% means no effect
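Compounds are tested in HTS on primary human leukocytes co-incubated with a-CD3 beads for 48 hr. IL-2 output is measured by time-resolved FRET.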
p53 reactivation: qHTS assay for re-activators of p53 using a Luc reporter. H1299 p53-A138V BP100-luciferase reporter, luminescence, 24 h. Potency, µM (titrated, usually from 92.2 µM), for inactives: top-dose activity change, positive = activation, hits mostly activators. 0.063% of 320,000 active. AID 504706, 2011; further: potency means the concentration at half of the fitted maximal effect; % of control where 0% means no effect; nearly all actives have a fitted effect of over 45% in size
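p53-null H1299 cells stably carrying temperature-sensitive p53-A138V and a BP100-luciferase reporter were pinned with compounds (4-point, 1:5 series) and held 24 hrs at 37 deg C. Luminescence was read 10 min after detection reagent.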
MLL CXXC-DNA inh: qHTS Fluorescence Polarization Assay for Inhibitors of MLL CXXC domain - DNA interaction. Histone-lysine N-methyltransferase 2A (Homo sapiens), Q03164. MLL-CXXC / FITC-HOXA9 DNA fluorescence polarization. Potency, µM (titrated, usually from 115 µM), for inactives: top-dose activity change, negative = inhibition, hits mostly inhibitors. 0.037% of 290,000 active. AID 2662, 2010; active means well fitted inhibition curve with a large enough effect in the polarisation, with a control signal flat, not every such curve was filed as active; inconclusive means small, poorly fitted or top-dose-only effect, or effect the other way, or a change in a side signal; inactive means no such curve, though single readings can be large or run the other way; the % refers to the polarisation; further: potency means the concentration at half of the fitted maximal effect
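Steps: dispense CXXC domain solution (7 uM) → pin compounds or unlabeled HOX-A9 DNA control → 5 min ambient → add FLSN-HOX-A9 solution (50 nM) → spin → 30 min ambient → fluorescence polarization. Tris pH 7.5/NaCl/DTT/BSA buffer.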
TRPV1 agonist: HTS Assay for Compounds that Act as Agonists of the Vanilloid Receptor 1 | TRPV1-expressing cells, Fluo-8 calcium influx, agonist mode | 0.19% of 320,000 active | activation, % at 8.33 µM | AID 540275, 2011; in the data active means activation above about 80%; inconclusive means between about 30% and that limit; further: 0% is about no effect
Target sequence (Q8NER1 whole entry, looked up): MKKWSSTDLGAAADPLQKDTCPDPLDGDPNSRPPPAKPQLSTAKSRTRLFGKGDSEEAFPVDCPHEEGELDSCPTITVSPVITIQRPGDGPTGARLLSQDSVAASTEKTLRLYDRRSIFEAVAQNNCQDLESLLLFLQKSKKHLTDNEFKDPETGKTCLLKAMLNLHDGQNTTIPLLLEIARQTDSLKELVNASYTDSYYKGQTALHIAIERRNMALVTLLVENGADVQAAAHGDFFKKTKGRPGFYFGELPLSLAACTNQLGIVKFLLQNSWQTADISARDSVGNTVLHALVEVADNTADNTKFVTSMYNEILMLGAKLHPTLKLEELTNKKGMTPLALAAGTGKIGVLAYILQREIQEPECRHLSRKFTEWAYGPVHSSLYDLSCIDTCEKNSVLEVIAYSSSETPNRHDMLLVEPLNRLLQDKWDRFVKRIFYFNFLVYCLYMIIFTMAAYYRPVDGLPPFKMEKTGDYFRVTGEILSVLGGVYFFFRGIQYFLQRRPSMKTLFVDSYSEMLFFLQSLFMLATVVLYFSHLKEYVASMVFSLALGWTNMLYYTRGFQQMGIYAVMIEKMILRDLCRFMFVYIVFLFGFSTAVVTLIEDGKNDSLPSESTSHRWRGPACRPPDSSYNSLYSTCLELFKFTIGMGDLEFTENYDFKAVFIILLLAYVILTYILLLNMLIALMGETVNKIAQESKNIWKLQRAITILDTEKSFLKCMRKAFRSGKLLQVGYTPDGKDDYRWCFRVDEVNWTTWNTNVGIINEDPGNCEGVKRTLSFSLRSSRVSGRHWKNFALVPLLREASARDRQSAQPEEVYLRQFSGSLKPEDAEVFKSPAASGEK
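TRPV1-expressing cells were cultured overnight at 35.5C and loaded with Fluo-8 calcium dye for 40 to 90 min at room temperature. After a 10 s baseline, compound was added and calcium influx was read kinetically for 3 min (ex 480/em 520 nm).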
ELG1 DNA repair: qHTS screen for small molecules that inhibit ELG1-dependent DNA repair in human embryonic kidney (HEK293T) cells expressing luciferase-tagged ELG1; HEK293T ELG1-luciferase reporter, luminescence, 16 h; DNA damage induced by 5-fluorouridine; Potency, µM (doses to about 46.1 µM), for the others: top-dose activity change, negative = inhibition, usual class: inhibitors; 2.3% of 330,000 active; further: potency means the concentration at half of the fitted maximal effect; on the % scale 0 is the no-effect control and ±100 the full control effect; nearly all actives have a fitted effect of over 55% in size
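Luminescence from the luciferase reporter, measured 30 min after ONE-Glo reagent at room temperature, was the read-out. Beforehand, 2,000 cells per well were exposed for 16 hr at 37 °C to 5-fluorouridine together with compound or vehicle.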
TSG101-PTAP inh: qHTS Assay for Iinhibitors of HIV-1 Budding by Blocking the Interaction of PTAP/TSG101; Tumor susceptibility gene 101 protein (Homo sapiens), Q99816; Fluorescence polarization, FITC-PTAP peptide / Tsg101 binding; Potency, µM (doses to about 115 µM), for inactives: at the top dose activity change, negative = inhibition, hits mostly inhibitors; 340,000 tested, under 10 active; AID 493005, 2010; active means well fitted inhibition curve with a large enough effect in the main read-out, with a control signal flat, not every such curve was filed as active; inconclusive means small, poorly fitted or top-dose-only effect, or effect the other way, or a change in a side signal; inactive means no such curve, though single readings can be large or run the other way; further: potency means the concentration at half of the fitted maximal effect; % of control where 0% means no effect
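Fluorescence anisotropy tracks displacement of a FITC-tagged PTAP peptide (50 nM) from the Tsg101 binding domain (10 uM), following a 20 min room-temperature incubation at pH 7.5.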
Integrin act MD: qHTS for Activators of Integrin-Mediated Alleviation for Muscular Dystrophy; AID 624291, 2012; Potency, µM (titrated, usually from 38.3 µM), for the others: at the top dose activation, most hits filed as activators; 0.064% of 350,000 active; alpha7betagal myoblasts, beta-gal FDG fluorescence, 48 h;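 further: potency means the concentration at half of the fitted maximal effect; 100% = response of the positive control SU9516; nearly all actives have a fitted effect of over 60% in size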
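alpha7betagal+/- myoblasts (passage 13, 250/well) treated 48 h at 37C with compounds at 1:260 dilution of DMSO stock. Lysed, then beta-galactosidase activity read as FDG fluorescence (ex 480/em 540) after 30 min, with pre-read for autofluorescence.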
B2AR arrestin: qHTS assay of beta-arrestin-biased ligands of beta2-adrenergic receptor; Beta-2 adrenergic receptor (Homo sapiens), P07550; beta-arrestin recruitment to beta2AR, cell-based reporter; Potency, µM (top dose mostly 46.1 µM), for inactives: at the highest dose activation, hits mostly activators; 0.02% of 330,000 active;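 further: potency means the concentration at half of the fitted maximal effect; 0% = DMSO controls and full agonism = EC100 isoproterenol or metaproterenol; nearly all actives have a fitted effect of over 65% in size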
A-T KAP1 phos: qHTS Assay for Identifying a Potential Treatment of Ataxia-Telangiectasia; AID 485349, 2010; […] A-T fibroblasts, KAP-1 phosphorylation AlphaLISA; neocarzinostatin DNA damage 30 min before lysis; 0.19% of 320,000 active; Potency, µM (top dose mostly 57.5 µM), without a hit: at the top dose activation, actives largely listed as activators; further: potency means the concentration at half of the fitted maximal effect; % of control where 0% means no effect; nearly all actives have a fitted effect of over 45% in size
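hTERT-immortalized A-T patient fibroblasts ([…]), 500 cells/well in OPTI-MEM, 1% FBS, got compounds for 60 min, then NCS for 30 min at 37C. Lysates were then assayed for phospho-KAP-1 by AlphaLISA (anti-pKAP1 donor, anti-KAP1 acceptor beads), 6 hr at 25C.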
* hit, by the source's call; ? = inconclusive; / = no result given; & = joins results of further samples; [ ] = remark or other dose. Unless noted, the call rests on the fitted dose curve; in most records, active means well fitted curve in the direction sought with a large enough effect; inconclusive means small, poorly fitted or top-dose-only effect, or another doubt; inactive means no such curve, though single readings can be large; an effect the other way counts as inactive or inconclusive.

SMILES	BRCA1 expr act	TCR act	p53 reactivation	MLL CXXC-DNA inh	TRPV1 agonist	ELG1 DNA repair	TSG101-PTAP inh	Integrin act MD	B2AR arrestin	A-T KAP1 phos
CCCC(=O)NC(c1ccc(C)cc1)c1ccc2cccnc2c1O (stereo not given)	-88%	6%	3%	?	3	?	0%	-38%	8.1%	-4%
CCOc1cc(S(=O)(=O)Nc2ccc(Cl)cn2)ccc1F	-21%	-3%	-7%	-10%	-1	4%	-12%	17%	-0.3%	8%
N/C(=N\c1nc2c(c(=O)[nH]1)CCC2)Nc1ccccc1	-7%	-2%[46.1 µM]	2%	-3%	3	?	0%	21%	-0.4%	2%
CC(C)CCNC(=O)NC(=O)CSc1ccc(S(=O)(=O)N2CCOCC2)cn1	-16%	1%	-8%	/	6	1%	-4%	8%	0.0%	-5%
CC(C)(CSc1ncccn1)NS(=O)(=O)c1ccccc1	-1%	-8%	-2%	-5%	-10	-11%	-11%	10%	-0.3%	-8%
COc1cc(C(=O)NCc2ccc(C)cc2)ccc1OCc1c(C)noc1C	0%	-8%	4%	1%	21	5%	1%	16%	0.0%	0%
Cc1ccccc1Oc1ccc(S(=O)(=O)NCCC(=O)O)cc1	1%	3%	-4%	0%	6	7%	-8%	0%	-0.2%	-2%
Cc1noc(NS(=O)(=O)c2ccc(N/C=C/C(=O)c3cccnc3)cc2)c1C	12%	-11%	19%	4%	0	12%	-4%	-15%	-0.1%	7%
CCOC(=O)C1=C(C)NC(=S)N(C(C)=O)C1c1ccc(OC)c(OC)c1 (stereo not given)	-21%	-1%	-1%	-2%	0	-13%	2%	?	2.8%	?
CC(Oc1ccc(F)cc1)C(=O)Nc1cc(S(=O)(=O)N2CCOCC2)ccc1N1CCCC1 (stereo not given)	-32%	2%	6%	0%	8	-8%	-1%	22%	-0.2%	17%
COc1ccc(-c2ccc(-c3nc4ccc(C)cn4c3NC3CCCCC3)cc2OC)cc1	-45%&-6%	-6%	2%	/	-3	?	0%	-14%	-0.1%	?
CC(C)C[C@@H](CNCC(=O)[C@H](Cc1ccccc1)NC(=O)c1[nH]cnc1C(=O)N[C@@H](C)CN)NC(=O)c1nc[nH]c1C(=O)N[C@@H](C)C(=O)O	0%	-1%	/	/	/	/	0%	12%	/	/
CCC(O)C1CCN(C(=O)c2ccc(OC3CCN(Cc4ccccn4)CC3)cc2)CC1 (stereo not given)	-2%	-1%	0%	-1%	-1	2%	-1%	7%	0.0%	-14%
COc1cccc(/C=N/n2c(SC)nnc2-c2ccccc2)c1O	-63%	-1%	-3%	3%	89*	-18%	-6%	1%	-0.3%	-5%
CCCCN(CC)CCCNC(=O)c1cn(CC)c2ccc(S(=O)(=O)N3CCc4ccccc4C3)cc2c1=O	-47%&-26%	2%	-3%	3%	0	18%	2%	-468%[inhibitor]	-1.0%	0%
Nn1c(SCC(=O)Nc2ccc(S(N)(=O)=O)cc2)nnc1C(F)(F)F	0%	0%	-1%	-4%	-3	-6%	1%	-19%	-1.2%	10%
CCOC(=O)c1c(-c2ccc(C)cc2)csc1NC(=O)c1ccc(N2C(=O)CCC2=O)cc1	-3%	9%[46.1 µM]	-7%	6%	2	?	0%	4%	-0.7%	1%
CO/N=C/c1ccc(Oc2ccc(C)cc2)c([N+](=O)[O-])c1	38%	-2%	?	9%	13	7%	-1%	-21%	-0.1%	14%
O=C(Nc1cccc(C(=O)Nc2ccc(F)cc2F)c1)c1ccccc1	24%	/	18%	6%	1	?	0%	-53%[inhibitor]	-0.3%	3%
COCCSc1ccccc1C(=O)NCc1ccc2c(c1)OCO2	-3%	-5%	-2%	-7%	-1	-5%	-4%	-37%	-0.5%	8%
O=C(Nc1nnc(S(=O)(=O)N2CCOCC2)s1)c1ccccc1	44%	8%	24%	/	2	?	-4%	3%	-0.5%	5%
CCOC(=O)c1ccccc1NC(=O)Cn1cnc2c(cnn2C(C)(C)C)c1=O	17%	4%	-6%	0%	2	-6%	-3%	-15%	0.1%	-6%
O=C(NCCC1=CCCCC1)C1CCCN(S(=O)(=O)c2ccc(F)cc2)C1 (stereo not given)	1%	3%	-7%	3%	?	?	-9%	-9%	-0.5%	5%
NC(=O)c1cccc2c1-c1ccccc1/C2=N/NC(N)=S	-7%	8%	-4%	-1%	2	-7%	-3%	0%	0.5%	0%
O=C(O)CCCCC1CCSS1 (stereo not given)	12%	2%	9%	-8%	1	-7%	-5%	/	0.0%	0%
CC(=O)N1c2ccc(S(=O)(=O)NCC3CCC(C(=O)NC4CCC(C)CC4)CC3)cc2CC1C (stereo not given)	-11%	8%	2%	12%	-2	-21%	0%	-6%	0.4%	8%
Cc1nn(-c2ccc(C(=O)N3CCN(S(=O)(=O)c4ccccc4C(F)(F)F)CC3)cc2)c(C)c1Cl	-15%	-15%	1%	/	0	3.3µM*	-3%	?	3.7%	-2%
O=C(CSCc1ccccc1)NNc1c(F)c(F)cc(F)c1F	5%	2%	-1%	-15%	4	?	-6%	-20%	0.2%	14%
O=C(CCn1nc(-c2ccc(Cl)cc2)ccc1=O)N1CCN(c2ccc(F)cc2)CC1	-6%	-10%	-3%	-8%	3	-14%	-3%	-25%	-0.1%	-1%
OCCC1CN(Cc2cccn2-c2ccccn2)CCN1C1CCCC1 (stereo not given)	1%	2%	2%	8%	-2	4%	0%	-29%	-0.6%	2%
CCOC(=O)c1cc(CC)sc1NC(=O)COc1ccc2c(C)cc(=O)oc2c1	-20%	6%[46.1 µM]	-4%	-2%	1	-15%	1%	-3%	-0.6%	5%
COc1ccccc1CNC(=O)COC(=O)Cc1ccsc1	0%	3%	-4%	1%	10	7%	-2%	19%	0.0%	2%
COc1cccc(NC(=O)Cn2cc(C#N)c3ccccc32)c1	-5%	-5%[46.1 µM]	-6%	-1%	-8	-2%	0%	-1%	-0.3%	2%
Cc1cc(NS(=O)(=O)c2ccc(NC(=O)Nc3cccc(C(F)(F)F)c3)cc2)no1	-21%	3%	7%	10%	2	-6%	-7%	5%	-0.4%	-3%
O=C(Nc1ccnn1C1CCN(C(=O)c2cccc(Cl)c2)CC1)C1CC1	0%	-20%	15%	5%	11	?	-1%	-8%	4.2%	2%
N[C@@H](Cc1cc(I)c(Oc2cc(I)c(O)c(I)c2)c(I)c1)C(=O)O	22%	-11%	/	0%	/	/	2%	/	/	/
COc1ccc(OCCNS(=O)(=O)c2ccc3oc4ccccc4c3c2)cc1	-3%	4%	-7%	-2%	4	-8%	1%	8%	-1.1%	7%
Cc1cc2oc(=O)c(CC(=O)O)c(C)c2c2occ(C(C)(C)C)c12	83%	11%	11%	6%	-11	?	-4%	-13%	0.5%	16%
O=C(CC1c2ccccc2Oc2ccccc21)Nc1ccccc1C(F)(F)F	-36%	-1%[46.1 µM]	-8%	-4%	?	21%	1%	2%	-0.9%	-2%
O=C(O)CCC(=O)Nc1ccc(C(=O)OC2CCCCC2)cc1	-47%	-2%	-11%	-3%	/	?	-4%	1%	0.2%	3%
CC1CCCCC12NC(=O)N(CC(=O)N1CCN(c3ncccn3)CC1)C2=O (stereo not given)	25%	-7%	6%	/	-1	19%	0%	-19%	-1.1%	0%
Cc1nc(CNS(=O)(=O)c2ccc3ccccc3c2)cs1	-4%	2%	-7%	1%	12	-21%	-6%	6%	0.1%	2%
O=C(CN(CC(=O)N1CCOCC1)S(=O)(=O)c1ccc(Br)s1)N1CCOCC1	-10%	2%	/	/	/	/	-1%	13%	/	/
CCOc1ccc(CC(=O)Nc2ccc(NC(=O)c3ccco3)cc2)cc1OCC	35%	6%	0%	-1%	2	2.3µM*	-1%	-37%	0.0%	0%
CCOC(=O)N1CCC(N(CCN(C)C)C(=S)Nc2cccc(Cl)c2C)CC1	-45%	-6%[46.1 µM]	-6%	14%	4	2%	-1%	-33%	-0.4%	2%
C/C=C(\C)C(=O)Nc1cccc(C2=NOC3(C2)C[C@H](C(N)=O)N(C(=O)c2cc([N+](=O)[O-])cc([N+](=O)[O-])c2)C3)c1 (stereo not given in full)	0%	4%	1%	0%	3	-1%	-1%	-15%	3.1%	32%
OCc1cn(-c2ccccc2)nc1-c1ccc(-c2nn(-c3ccccc3)cc2CO)cc1	0%	4%	2%	-7%	8	?	-3%	0%	-0.3%	7%
